From PubChem
USP2a inh: qHTS Assay for Inhibitors of Ubiquitin-specific Protease USP2a Using CHOP2 as the Reporter. Potency, µM (top dose mostly 38.3 µM), for the others: top-dose activity change, negative = inhibition, usual class: inhibitors. USP2 core, Ub-CHOP2 coupled fluorogenic reporter, 485/531. hit rate 0.01% among 330,000. Ubiquitin carboxyl-terminal hydrolase 2 (Homo sapiens), O75604. AID 463254, 2010;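 note: potency is the fitted concentration of half-maximal effect; plate controls were DMSO wells for no effect and full inhibition by NEM control for full effect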
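USP2 core (10nM final) preincubated 30min RT with compound in 20mM Tris-HCl pH 8.0, 2mM CaCl2, 2mM beta-mercaptoethanol, 0.05% CHAPS; 25nM Ub-CHOP2 plus 25nM reporter substrate added, fluorescence (Ex485/Em531) read after 60min.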
Eya2 phos inh: qHTS Assay for Inhibitors of the Phosphatase Activity of Eya2; Protein phosphatase EYA2 (Homo sapiens), O00167; recombinant Eya2, OMFP fluorescence dephosphorylation (OMFP is methylfluorescein phosphate); Potency, µM (titrated, usually from 76.9 µM), for the others: at the highest dose activity, negative = inhibition, usual class: inhibitors; hit rate 0.006% among 330,000; note: potency is the fitted concentration of half-maximal effect; % is set by controls: 0 for no effect and ±100 for the full control effect
Target sequence (O00167 whole entry, looked up): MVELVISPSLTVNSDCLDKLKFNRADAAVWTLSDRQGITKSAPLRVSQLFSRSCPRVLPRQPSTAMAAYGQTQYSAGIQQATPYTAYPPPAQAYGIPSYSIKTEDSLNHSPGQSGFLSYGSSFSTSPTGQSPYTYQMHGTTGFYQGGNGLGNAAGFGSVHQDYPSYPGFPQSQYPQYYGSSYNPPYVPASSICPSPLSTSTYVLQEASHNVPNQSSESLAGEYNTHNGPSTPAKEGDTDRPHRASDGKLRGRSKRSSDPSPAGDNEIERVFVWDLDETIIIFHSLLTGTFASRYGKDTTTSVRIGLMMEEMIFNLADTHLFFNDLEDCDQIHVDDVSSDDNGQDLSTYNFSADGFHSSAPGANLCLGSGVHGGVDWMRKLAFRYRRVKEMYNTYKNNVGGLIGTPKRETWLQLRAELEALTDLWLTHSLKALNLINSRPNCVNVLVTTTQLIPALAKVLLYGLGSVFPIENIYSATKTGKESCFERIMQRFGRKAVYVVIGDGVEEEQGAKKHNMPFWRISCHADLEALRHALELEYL
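Eya2 (0.2 uM) preincubated 10 min at ambient with compound, then OMFP substrate added at 50 uM; 10 min reaction in 50 mM HEPES pH 7.5, 50 mM NaCl, 5 uM MgCl2, 0.05% BSA, 1 mM DTT. Fluorescence read at Ex 485/Em 525 nm.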
Mito fusion yeast: qHTS Assay for Small Molecule Inhibitors of Mitochondrial Division or Activators of Mitochondrial Fusion; S. cerevisiae fusion-defective mutant growth rescue, CellTiterGlo 48 h; Potency, µM (doses to about 46.1 µM), for inactives: at the highest dose growth rescue (activation), actives largely listed as activators; hit rate 0.23% among 320,000;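 note: potency is the fitted concentration of half-maximal effect; % of control where 0% means no effect; nearly all actives have a fitted effect of over 45% in size; temperature-sensitive fusion mutants such as fzo1-1 at 37 °C on non-fermentable ethanol glycerol medium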
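Read-out: ATP-based luminescence (CellTiterGlo, 10 min ambient) reporting growth of fusion-defective ts yeast after 48 hours at 37C on glycerol/ethanol YPEG medium in the presence of compound.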
TSHR antagonist: Antagonists of the Thyroid Stimulating Hormone Receptor: HTS campaign. Thyrotropin receptor (Homo sapiens), P16473. TSHR-expressing cells, TSH-stimulated cAMP HTRF, 2 h; hits give low values. activity change, negative = inhibition, % at 11.5 µM. hit rate 0.2% among 330,000. AID 504810, 2011;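 active = activity change below a set negative limit, meaning inhibition stronger than a set level, cut at about -70% in these data; inconclusive = activity change between two set negative limits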; note: % is set by controls: 0 for no effect and ±100 for the full control effect
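Read-out is FRET at 665 nm (cryptate excitation 337 nm) from a cryptate-tagged anti-cAMP antibody, competed by cell cAMP against cAMP-d2. Compounds are tested on freshly harvested TSHR cells challenged with 4nM TSH (EC80) for 2 hours at 37 deg C.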
B2AR arrestin: qHTS assay of beta-arrestin-biased ligands of beta2-adrenergic receptor | Potency, µM (series often up to 46.1 µM), without a hit: at the top dose activation, usual class: activators | Beta-2 adrenergic receptor (Homo sapiens), P07550 | hit rate 0.02% among 330,000 | AID 492947, 2010 | beta-arrestin recruitment to beta2AR, cell-based reporter;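 note: potency is the fitted concentration of half-maximal effect; 0% = DMSO controls and full agonism = EC100 isoproterenol or metaproterenol; nearly all actives have a fitted effect of over 65% in size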
ELG1 repair inh: qHTS screen for small molecules that inhibit ELG1-dependent DNA repair in human embryonic kidney (HEK293T) cells expressing luciferase-tagged ELG1 | HEK293T ELG1-luciferase reporter, luminescence, 16 h; DNA damage induced by 5-fluorouridine | Potency, µM (top dose mostly 46.1 µM), without a hit: at the highest dose activity change, negative = inhibition, hits mostly inhibitors | hit rate 2.3% among 330,000 | AID 504467, 2011; note: potency is the fitted concentration of half-maximal effect; % is set by controls: 0 for no effect and ±100 for the full control effect; nearly all actives have a fitted effect of over 55% in size
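HEK293T cells expressing luciferase-tagged ELG1 (2,000/well) received 5-Fluorouridine plus compound or DMSO for 16 hr at 37 °C. Luciferase was read by ONE-Glo luminescence after 30 min at room temperature.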
uPA surface inh: qHTS for Inhibitors of Cell Surface uPA Generation; cell surface uPA generation assay, qHTS; Potency, µM (doses to about 38.3 µM), for inactives: top-dose activity change, negative = inhibition, most hits filed as inhibitors; hit rate 0.31% among 330,000; AID 540303, 2011; active = well fitted inhibition curve with a large enough effect; inconclusive = small, poorly fitted or top-dose-only effect; inactive = no such curve, though single readings can be large or run the other way; tested in mouse RAW 264.7 cells; note: potency is the fitted concentration of half-maximal effect; % is set by controls: 0 for no effect and ±100 for the full control effect; nearly all actives have a fitted effect of over 55% in size
TCR act: Activators of T cell receptors: qHTS campaign | Potency, µM (titrated, usually from 9.22 µM), without a hit: at the highest dose activation of IL-2 secretion, hits mostly activators | primary human leukocytes, anti-CD3, IL-2 HTRF, 48 h | 330,000 tested, under 10 active; note: % of control where 0% means no effect
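Readout: HTRF IL-2, Eu-cryptate/d2 antibody pair, 320nm excitation, 665nm emission. Stimulus: a-CD3 beads, no co-stimulation. Cells: primary human leukocytes. Exposure: 48 hr with compound.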
BCR signal inh: qHTS Assay to Find Inhibitors of Chronic Active B-Cell Receptor Signaling; ABC-DLBCL IkBa-CBG/CBR reporter, luminescence ratio, 4 h; Potency, µM (titrated, usually from 46.1 µM), without a hit: top-dose ratio change, negative = lower green/red ratio, usual class: inhibitors; hit rate 0.05% among 340,000; active = well fitted inhibition curve with a large enough effect in the signal ratio, with a control signal flat, not every such curve was filed as active; inconclusive = small, poorly fitted or top-dose-only effect, or effect the other way, or a change in a side signal; the % refers to the signal ratio;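 note: potency is the fitted concentration of half-maximal effect; plate controls were basal doxycycline-induced cells for no effect and cells given 10 µM MG132 for full effect; MG132 reads +100%, hits lower the ratio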
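Compounds up to 46 uM were incubated four hours with TMD8 cells whose green CBG68 luciferase is fused to IkappaBalpha; red CBR luminescence normalised the signal, and concentration-effect curves were fitted to fusion, red and ratio data.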
Tb PFK block: qHTS Assay to Find Inhibitors of T. brucei phosphofructokinase; ATP-dependent 6-phosphofructokinase (Trypanosoma brucei brucei), O15648; T. brucei PFK, ADP-Glo luminescence; Potency, µM (top dose mostly 57.5 µM), for inactives: top-dose activity, negative = inhibition, usual class: inhibitors; hit rate 0.17% among 330,000;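 note: potency is the fitted concentration of half-maximal effect; 0% = uninhibited 1x PFK enzyme wells and -100% = no-enzyme wells; nearly all actives have a fitted effect of over 60% in size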
Target sequence (O15648 whole entry, looked up): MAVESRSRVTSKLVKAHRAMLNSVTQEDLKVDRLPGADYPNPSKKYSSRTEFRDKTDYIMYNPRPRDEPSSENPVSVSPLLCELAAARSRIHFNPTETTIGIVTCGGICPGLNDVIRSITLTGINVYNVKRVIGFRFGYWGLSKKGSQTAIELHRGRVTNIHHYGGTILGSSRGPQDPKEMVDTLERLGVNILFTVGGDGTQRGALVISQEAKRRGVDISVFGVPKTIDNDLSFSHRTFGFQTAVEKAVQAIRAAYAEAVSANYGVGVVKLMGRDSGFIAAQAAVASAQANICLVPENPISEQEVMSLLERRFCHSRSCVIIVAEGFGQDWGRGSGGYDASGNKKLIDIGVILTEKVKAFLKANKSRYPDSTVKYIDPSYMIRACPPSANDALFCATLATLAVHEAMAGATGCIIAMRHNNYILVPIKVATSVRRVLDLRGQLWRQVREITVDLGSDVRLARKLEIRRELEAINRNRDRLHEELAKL
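ADP-Glo luminescence quantified ADP after 45 min at room temperature, with 1.25 nM T. brucei PFK, 0.1 mM ATP and 0.5 mM fructose-6-phosphate in pH 8.0 TEA buffer. qHTS titrations up to 57 µM; curves classified by quality.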
TSG101-PTAP inh: qHTS Assay for Iinhibitors of HIV-1 Budding by Blocking the Interaction of PTAP/TSG101. Potency, µM (top dose mostly 115 µM), inactives show at the highest dose activity change, negative = inhibition, actives largely listed as inhibitors. Fluorescence polarization, FITC-PTAP peptide / Tsg101 binding. 340,000 tested, under 10 active; active = well fitted inhibition curve with a large enough effect in the main read-out, with a control signal flat, not every such curve was filed as active; inconclusive = small, poorly fitted or top-dose-only effect, or effect the other way, or a change in a side signal; inactive = no such curve, though single readings can be large or run the other way; note: potency is the fitted concentration of half-maximal effect; % of control where 0% means no effect
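Fluorescence polarization binding of Tsg101 binding domain (10 uM final) to FITC-labeled PTAP peptide (50 nM final) in HEPES pH 7.5 buffer with NaCl, Tween 20, EDTA, TCEP. Compounds added before peptide; binding 20 min at RT.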
* = called active by the depositor; ? = inconclusive; . = no result given; [ ] = another dose, or the depositor's remark. Unless noted, calls come from the whole dose curve; as a rule, active = well fitted curve in the direction sought with a large enough effect; inconclusive = small, poorly fitted or top-dose-only effect, or another doubt; inactive = no such curve, though single readings can be large; an effect the other way counts as inactive or inconclusive.

SMILES	USP2a inh	Eya2 phos inh	Mito fusion yeast	TSHR antagonist	B2AR arrestin	ELG1 repair inh	uPA surface inh	TCR act	BCR signal inh	Tb PFK block	TSG101-PTAP inh
Clc1ccc(N/N=C/c2cccs2)nn1	7%	-12%	2%	33	-0.1%	95%	4%	4%	?	-4%	0%
CC1(C)Cc2c(sc(NC(=O)c3ccc(S(=O)(=O)N4CCCC4)cc3)c2C#N)C(C)(C)N1	5%	-9%	1%	4	-0.5%	14%	2%	2%	4%	0%	-2%
C=CCNC(=O)c1c[nH]c2ccc(S(=O)(=O)N(C)c3ccc(OCC)cc3)cc2c1=O	1%	1%	-1%	1	0.0%	?	-4%	-2%	-1%	1%	-1%
COc1ccc2nc(C)cc(SCC(=O)NNC(=O)COc3ccc(C)cc3)c2c1	0%	-26%	2%	9	-0.1%	-7%	-2%	0%	?	2%	-4%
CC1CCC(C(C)C)C(OC(=O)COC(=O)c2cccn2C)C1 (stereo unspecified)	0%	-3%	3%	-22	-0.2%	-27%	8%	-4%	?	-1%	-6%
CCC(=O)Oc1ccc(C(=O)Nc2cccc(NC(=O)c3ccco3)c2)cc1	0%	-4%	2%	0	0.2%	-2%	1%	-2%	?	-1%	-1%
Cc1cc(NS(=O)(=O)c2cn(C)nc2C)no1	0%	18%	-2%	21	-0.6%	-1%	2%	8%	4%	-5%	-3%
COc1ccccc1-n1c(SCC(=O)NC(C)(C)C)nnc1-c1ccco1	-1%	3%	-5%	-1	0.0%	-3%	.	-7%[46.1 µM]	3%	-6%	2%
CC(=O)n1cc(N(C(=O)CCl)c2ccc([N+](=O)[O-])cc2)c2ccccc21	-1%	-2%	-7%	-16	-0.8%	23µM*	-12%	-1%	?	-1%	-5%
O=C(N/N=C/c1ccccc1)c1[nH]c2ccc(Br)cc2c1-c1ccccc1	1%	11%	-9%	-1	-0.1%	22%	-14%	-1%[46.1 µM]	?	-4%	0%
CCC12CC3CC(C1)CC(C(=O)Nc1nn[nH]n1)(C3)C2	-2%	7%	-3%	6	0.0%	3%	.	-8%	4%	4%	-3%
CC(=O)c1ccc(N2CCC(C)CC2)c(F)c1	0%	-14%	8%	6	-0.3%	14%	11%	-1%	0%	-1%	-1%
Cc1ccc(C)c(SCC(=O)NCc2ccco2)c1	2%	-17%	-1%	-4	-0.6%	1%	4%	4%	13%	0%	0%
Cc1cccc(OCC(=O)N/N=C/c2ccc(N(C)C)cc2)c1	4%	7%	-2%	8	-0.8%	0%	-2%	0%	-3%	1%	-2%
CCOC(=O)c1sc(NC(=O)c2ccc(S(=O)(=O)N(CC)CC)cc2)nc1C	-2%	-8%	-1%	43	0.0%	?	-1%	.	?	-8%	0%
COc1ccc([C@H]2CC(=O)C=C(c3cccc4c3sc3ccccc34)C2)cc1OC	-2%	-15%	1%	-1	-0.7%	8.2µM*	14%	0%	?	3%	.
CC1CCc2c(sc3ncnc(SCC(=O)Nc4ccc(C(=O)O)cc4)c23)C1 (stereo unspecified)	4%	-8%	-18%	-18	-0.3%	0%	0%	1%	-5%	1%	-7%
Cc1c(NC(=O)c2cccc(S(=O)(=O)N3CCOCC3)c2)c(=O)n(-c2ccccc2)n1C	1%	10%	-2%	-2	0.3%	0%	2%	12%	3%	5%	-3%
COc1ccc(C(=O)Nc2ccnn2C2CCN(C(=O)C3CCOC3)CC2)cc1 (stereo unspecified)	-2%	-5%	0%	-9	-1.0%	10%	-1%	0%	2%	3%	-4%
CC(=O)c1ccc(N2CCN(S(=O)(=O)c3ccc4c(c3)CC(=O)N4)CC2)cc1	-2%	-6%	-1%	-12	-0.4%	7%	2%	-36%	?	2%	-3%
Cc1cc(C(=O)Nc2ccc(N3CCOCC3)cc2)c2ccccc2n1	4%	-4%	-2%	-8	0.4%	5%	1%	-1%	0%	0%	-5%
Cc1cccc(NC(=O)CSc2nc(=O)n(CCN3CCOCC3)c3c2CCCC3)c1C	2%	-19%	-1%	-2	-0.6%	-2%	-5%	0%	-1%	-7%	-2%
Cc1ccc(N(CCC#N)C(=O)COC(=O)C2CCN(c3ccc(C(F)(F)F)cn3)CC2)cc1	-1%	-26%	1%	-4	0.2%	-3%	-1%	2%	-4%	-4%	0%
Cc1ccccc1C(=O)Nc1nnc(-c2cccnc2)o1	0%	-3%	-4%	-5	0.2%	5%	1%	-6%	?	1%	-3%
CC1CC2OC(=O)C3(C)CCCC(C)(C23)C1(O)CCc1ccoc1 (stereo unspecified)	-2%	1%	2%	2	-0.7%	15µM*	3%	0%	-4%	4%	-2%
Going on with the list.
SMILES	USP2a inh	Eya2 phos inh	Mito fusion yeast	TSHR antagonist	B2AR arrestin	ELG1 repair inh	uPA surface inh	TCR act	BCR signal inh	Tb PFK block	TSG101-PTAP inh
CCn1c(SCc2nc3ccccc3c(=O)[nH]2)nc2ccccc21	0%	5%	-2%	-8	0.4%	?	2%	1%	0%	2%	-7%
O=[N+]([O-])c1ccc2oc(C3CCCCC3)nc2c1	1%	4%	-2%	11	-0.7%	?	0%	4%	0%	-9%	1%
CCCc1ccc(OCc2ccc(C(=O)N/N=C/c3cccnc3)o2)cc1	2%	7%	9%	-7	0.4%	?	-9%	-6%	11%	0%	-5%
CCOc1ccc2ccc(OCC)c(/C=N/n3cnnc3)c2c1	2%	2%	6%	-11	-0.1%	-5%	-9%	-1%	-1%	-2%	2%
N#Cc1c(NC(=O)CSc2ncc(-c3ccccc3)n2CC2CCCO2)sc2c1CCCC2 (stereo unspecified)	1%	19%	13%	7	0.2%	4%	.	3%	4%	2%	-3%
O=C(CN1CCCC1)NCC(=O)Nc1ccc(F)cc1	2%	6%	1%	-1	-0.2%	2%	0%	2%	-11%	-1%	-3%
C/C(=N\Nc1ccc([N+](=O)[O-])cc1)c1cccc(N)c1	-3%	0%	-6%	11	0.0%	8%	-1%	0%	?	3%	-1%
CC(C)CC1NC(=O)N(CC(=O)N2c3ccccc3NC(=O)C2(C)C)C1=O (stereo unspecified)	4%	?	-5%	10	-0.1%	-12%	4%	2%	6%	-1%	-3%
COCCn1c(SCC(=O)NC2CCCCC2C)nc2ccccc2c1=O (stereo unspecified)	-1%	?	-1%	-6	-0.1%	-1%	6%	4%	10%	2%	-8%
c1ccc(-c2ccc(CN3CCSCC3)cc2)cc1	-3%	3%	2%	8	-0.2%	?	-2%	2%	11%	1%	0%
COc1ccc(-c2cc3ccc(OCc4nn[nH]n4)cc3oc2=O)cc1	3%	9%	1%	-3	0.5%	?	-9%	5%[46.1 µM]	?	18%	-6%
COc1ccc(-c2csc(NC(=S)NC(=O)c3ccc4ccccc4c3)n2)cc1OC	0%	0%	-1%	4	0.5%	-7%	6%	-11%	-25%	0%	-1%
COc1ccc(-n2nc(C(=O)Nc3ccc4c(c3)OCO4)c3c4ccccc4n(C)c3c2=O)cc1	2%	-5%	7%	6	-0.2%	?	-5%	-2%	-1%	-8%	-4%
CCCCCC1CC(CC(=O)NC(=S)Nc2ccccc2Cl)C(=O)O1 (stereo unspecified)	1%	-6%	28%	-22	-1.0%	2%	2%	-19%	-15%	1%	-1%
CCc1ccc(NC(=S)N2CCC(NC(=O)C3CCCCC3)CC2)cc1	2%	4%	4%	0	-0.7%	-1%	2%	-1%	-1%	-4%	-1%
O=C(CSc1ncccn1)Nn1cnnc1	-2%	-3%	2%	6	0.4%	0%	.	-2%	2%	-3%	-5%
COc1ccc(C2(C#N)CCC(=O)N2c2ccccc2)cc1 (stereo unspecified)	4%	-13%	4%	4	0.1%	8%	5%	-2%	1%	3%	-7%
